# Bioassay records deposited in PubChem BioAssay by several laboratories.
# TRPC6 inh = blocks the mouse TRPC6 cation channel; Q61143; HEK293-TRPC6, membrane potential dye, ACh-evoked depolarization; hits give low values; B-score at 10 µM; hit rate 1.1% among 310,000; AID 2553;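 active = B-score under library mean minus 3 SD, initial fluorescence not abnormally high, positive integrated signal ratio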;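 also: B-score derived from integrated fluorescence ratio over the kinetic read; more negative B-score means stronger inhibition of depolarization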
# HIF act = HIF pathway transcriptional activation; U2OS HRE-luciferase reporter, luminescence; normalized: DMSO 0%, desferrioxamine 100%; activation, % at 7.5 µM (by protocol); hit rate 0.32% among 300,000; AID 1910;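 active = mean activation of at least 10% of the iron chelator positive control signal, with at least half of replicates also reaching 10%; inconclusive = mean and replicate majority disagree about reaching 10%; inactive = mean and most replicates under 10%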
# MrgX1 ag = human MrgX1 receptor agonism, primary screen; hit rate 0.44% among 310,000; MrgX1-HEK293 cells, Fluo-4 calcium fluorescence, agonist mode; hits give high values; Q96LB2; AID 588627; B-score at 10 µM;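 active = calcium response B-score plate-corrected fluorescence ratio at least 3 library SD, with starting fluorescence B-score inside 5 SD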
# Target sequence (Q96LB2 whole entry, looked up): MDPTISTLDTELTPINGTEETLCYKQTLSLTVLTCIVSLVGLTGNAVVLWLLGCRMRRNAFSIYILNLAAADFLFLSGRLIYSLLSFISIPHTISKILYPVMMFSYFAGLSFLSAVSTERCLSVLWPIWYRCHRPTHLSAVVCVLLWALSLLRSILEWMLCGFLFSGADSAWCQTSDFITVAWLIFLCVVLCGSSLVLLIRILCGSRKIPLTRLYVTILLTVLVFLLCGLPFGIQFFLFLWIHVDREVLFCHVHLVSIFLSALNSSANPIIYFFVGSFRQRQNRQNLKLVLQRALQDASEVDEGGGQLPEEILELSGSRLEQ
#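 System – MrgX1-expressing HEK293 cells · Incubation – cells plated overnight, dye loaded 0.5 h 37 °C, 0.5 h room temperature · Technique – kinetic Fluo-4 NW fluorescence of intracellular calcium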
# PolyA inh = inhibitors of polyadenylation in S. cerevisiae; S. cerevisiae SKY197-pL101 polyadenylation reporter, beta-gal luminescence; efflux-impaired pdr1/pdr3 knockout yeast; score 100 = 6 SD above DMSO; calls only at 12 µM; hit rate 0.02% among 300,000;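 active = lowest replicate activity score at least 50, where 100 means six control SD above control mean; inconclusive = lowest score under 50 but half or more replicates reach 50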;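 also: yeast exposed to compound for 9 h at 30 °C; higher score means more reporter readthrough which indicates perturbed polyadenylation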
# TRPC4 PAM = TRPC4 (mouse) allosteric potentiation; hit rate 0.42% among 310,000; Q9QUQ5; HEK293 TRPC4beta/mu-opioid, DAMGO EC20, Fluo-4 Ca2+ flux; hits give high values; B-score at 10 µM;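 active = B-score of calcium response area above 5 SD of library B-scores, with initial fluorescence ratio within 5 SD of library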;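 also: B-score of integrated fluorescence ratio over time as area under calcium response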
# MrgX1 antagonist = blocks BAM8-22 activation of human MrgX1 receptor. MRGX1-HEK293 calcium flux, Fluo-4, BAM8-22 antagonism; hits give low values. AID 588676. B-score at 10 µM. hit rate 1.3% among 310,000. Q96LB2;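 active = calcium-response B-score plate-corrected more than 3 library SD below zero, starting fluorescence within 5 deviations, no agonist response on first addition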;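 also: peak minus trough fluorescence over baseline after final BAM8-22 challenge near maximal dose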
# TRPC4 inh = blocks the mouse TRPC4 cation channel | HEK293 TRPC4beta/mu-opioid, DAMGO-evoked Fluo4 calcium flux; hits give low values | Q9QUQ5 | hit rate 0.39% among 300,000 | B-score at 10 µM;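 active = B-score over 3 SD under the library average, no early fluorescence shift, positive overall ratio signal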
#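 System: stable TRPC4beta/mu-opioid receptor HEK293 cells; Dosing: single-point compound dosing; Measured by: Fluo4 Ca2+ flux fluorescence; Read-out basis: per-well B score of integrated baseline-normalized Fluo4 ratio.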
# MrgX1 PAM = allosterically activates human MrgX1 receptor signaling | Q96LB2 | MrgX1-HEK293, Fluo-4 calcium flux, FDSS; hits give high values | B-score at 10 µM | hit rate 0.63% among 310,000 | AID 588675;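 active = plate-corrected calcium response at least 3 library SD above typical, normal starting fluorescence, not activating the receptor alone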;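 also: compound read alongside a low EC10 to EC30 dose of BAM8-22 agonist; peak minus trough fluorescence over baseline measured at the second addition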
# TRPC4 agonist = opens the mouse TRPC4 cation channel | Q9QUQ5 | hit rate 0.49% among 310,000 | HEK293 TRPC4beta/mu-opioid, Fluo4 calcium fluorescence; hits give high values | B-score at 10 µM;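 active = B-score above 5 SD of library B-scores, and initial fluorescence ratio not above library mean plus 5 SD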;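 also: positive B-score marks a calcium rise read as TRPC4 activation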
#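 Technique: kinetic Fluo4 calcium fluorescence; Test system: TRPC4beta and mu-opioid receptor HEK293 stable cells; Measure: B-scored integrated calcium fluorescence ratio; Benchmarks: low control buffer alone, high control maximal DAMGO; Schedule: 45 min room-temperature Fluo4 loading, 110 s read.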
# TRPC6 act = activators of mouse TRPC6 channel | Q61143 | HEK293-TRPC6 membrane potential dye fluorescence; hits give high values | B-score at 10 µM | hit rate 0.13% among 310,000;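 active = B-score of the integrated fluorescence ratio above library mean plus 3 SD, and starting fluorescence ratio within library mean plus 5 SD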;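 also: higher score means more depolarization so channel activation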
# AI-2 QS mod = modulates the Vibrio harveyi AI-2 quorum sensing system. hit rate 0.4% among 300,000. AID 2094. Vibrio harveyi JMH597 AI-2 luminescence/OD600 ratio, 9 h; hits give low values; strain lacks LuxN and CqsS sensors; 0 = neutral-control median. activity change, % at 7.5 µM; in the data active = activity change below about -75%, passing the limit was not always enough; inconclusive = no clear call, values can overlap the other calls;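 also: luminescence divided by OD600 gain over 9 h not by final OD600 alone; inactives centre near 13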
# * marks the source's active call; other numbers are inactive results; i = inactive; ? = inconclusive; / = no result given; & = joins results of further samples.
SMILES,TRPC6 inh,HIF act,MrgX1 ag,PolyA inh,TRPC4 PAM,MrgX1 antagonist,TRPC4 inh,MrgX1 PAM,TRPC4 agonist,TRPC6 act,AI-2 QS mod
COC(=O)c1cc([N+](=O)[O-])ccc1N1CCN(Cc2ccccc2)CC1,i,-0.4,i,i,11*,i,i,i,i,i,19
O=C(NC(Cc1ccccc1)C(=O)O)c1ccc(S(=O)(=O)N2CCOCC2)cc1 (stereo not drawn),i,-0.1,i,i,i,i,i,i,i,i,-6
CCOc1ccc(S(=O)(=O)N2CCN(C(=O)CCC(=O)N3CCOCC3)CC2)cc1,i,-1.3,i,i,i,i,i,i,i,i,16
Cc1cccc(NC(=O)N[C@@H](C)C(=O)O)c1,i,-0.4,i,i,i,i,i,i,i,i,13
COc1cc(CNCc2cccs2)ccc1OCc1cccs1,i,0.9,i,i,i,i,i,i,i,i,32
NS(=O)(=O)c1ccc(NC(=O)CCCC(=O)O)cc1,i,0.1,i,i,i,i,i,i,i,i,16
CC1=C(C(=O)OC(C)C)C(c2cccc(F)c2)N2C(=O)C(C)SC2=N1 (stereo not drawn),-6*,-0.3,i,i,i,i,i,i,i,i,28
CC(C)(C)CC(=O)NC(=S)NCc1ccccc1,i,0.2,i,i,i,i,i,i,i,i,12
Cc1ccc2nc(SC(C(=O)Nc3ccc(F)cc3)c3ccccc3)[nH]c2c1 (stereo not drawn),i,-0.5,i,i,i,i,i,i,i,i,11
COc1cc(CC(=O)OCC(=O)NC2CC2)cc(OC)c1OC,i,0.0,i,i,i,i,i,i,i,i,5
O=C(/C(=N\Nc1ccc(Br)cc1)Sc1nnnn1-c1ccccc1)c1ccccc1,i,0.1,i,i,i,i,i,i,i,i,9
COc1cccc(CCNC(=O)C2CCCN(c3ncnc4c3nc3n4CCCCC3)C2)c1OC (stereo not drawn),i,-0.7,i,i,i,i,i,i,i,i,17
COc1cc(/C=N/Nc2cc(C)nc(NS(=O)(=O)c3ccccc3)n2)ccc1O,i,0.4,i,i,i,i,i,i,i,i,9
Cc1cccc(C(=O)N/N=C/c2ccc3c(c2)OCO3)n1,i,0.0,i,i,i,i,i,i,i,i,6
COc1ccc2c(=O)cc(-c3cccnc3)oc2c1OC,i,0.7,i,/,i,i,i,i,i,i,21
Oc1c(Cl)cc(Cl)c2cccnc12,i,-0.2,/,i,i,/,i,/,i,i,?
O=C(c1ccccc1)c1ccc(N2CCN(C(=O)c3cccc(F)c3F)CC2)c(F)c1,i,-0.4,i,i,i,i,i,i,i,i,20
COc1ccccc1-n1c(SCC(=O)Nc2cc(C)on2)nc2c([nH]c3ccccc32)c1=O,i,-0.2,i,i,i,i,i,i,i,i,18
Cc1ccc(NC2=NCC(=O)N2Cc2ccc3c(c2)OCO3)cc1,i,1.0,i,i,i,i,i,i,i,i,9
Cc1ccc2nc(SCC(=O)NCc3ccc(F)cc3)nc(=O)n2c1,i,-0.2,i,i,i,i,i,i,i,i,19
CC1CC(C)CN(Cc2nc(N)nc(Nc3ccccc3)n2)C1 (stereo not drawn),i,-0.3,i,i,i,i,i,i,i,i,14
Cc1c(CCC(=O)N[C@@H](C)C(=O)O)c(=O)oc2c(C)c3oc4c(c3cc12)CCCC4,i,0.0,i,i,i,i,i,i,i,i,5
COCC(=O)Nc1nc2ccc(S(C)(=O)=O)cc2s1,i,0.8,i,i,i,i,i,i,i,i,-38
COc1ccc(OC)c(Nc2nc(N)c([N+](=O)[O-])c(N3CCOCC3)n2)c1,i,-0.7,i,i,i,i,i,i,i,i,8
CC(=O)C1=C(C)N(Cc2ccco2)C(=O)C1(NC(=O)C1CCCCC1)C(F)(F)F (stereo not drawn),i,0.3,i,i,i,i,i,i,i,i,9
O=C(NCC[C@@H]1C[C@@H]2C=C[C@H]1C2)c1cc(COc2ccc(F)cc2F)on1,i,-0.9,i,i,i,i,i,i,i,i,32
CCOC(=O)/C(=C/C=C1\Sc2cc(OCC)c(OCC)cc2N1CC)C(C)=O,i,-0.3,i,i,i,i,i,i,i,i,6
CN(C)c1cccc2c1c(NC(=O)c1ccc(F)cc1)nn2C,i,-0.5,i,i,i,i,i,i,i,i,19
O=C(OCCC1Oc2cccnc2NC1=O)c1ccc(F)cc1 (stereo not drawn),i,-1.0,i,i,i,i,i,i,i,i,-31
Cc1cccc(C)c1N=Nc1c(C)cc(O)cc1C,i,0.4,i,i,i,i,i,i,i,i,-11
COc1ccc(OC(C)C(=O)Nc2cccc([N+](=O)[O-])c2)cc1 (stereo not drawn),i,-0.6,i,i,i,i,i,i,i,i,7
CCn1c(C)nc2cc(-c3nc4n(n3)Cc3ccccc3-4)ccc21,i,-6.2,i,i,i,i,i,i,i,i,0
COc1cc(NC(=O)CSc2cc(C)c3cc(C)cc(C)c3n2)c(C(=O)O)cc1OC,i,-1.8,i,i,i,i,i,i,i,i,19
O=c1[nH]ncc(N/N=C\c2cccnc2)c1Cl,i,-0.2,i,i,i,i,i,i,i,i,24
CC(=O)c1ccc(N=C2SCCCN2C(=O)C2CCCC2)cc1,i,0.1,i,i,i,i,i,i,i,i,11
Cc1cccn2c(=O)nc(SCC(=O)NCc3ccccc3Cl)nc12,i,0.1,i,i,i,i,i,i,i,i,15

# Some of the entries so far, with values under each structure:
# Values in the order: TRPC6 inh | HIF act | MrgX1 ag | PolyA inh | TRPC4 PAM | MrgX1 antagonist | TRPC4 inh | MrgX1 PAM | TRPC4 agonist | TRPC6 act | AI-2 QS mod
CCn1c(C)nc2cc(-c3nc4n(n3)Cc3ccccc3-4)ccc21
  i | -6.2 | i | i | i | i | i | i | i | i | 0
O=C(NCC[C@@H]1C[C@@H]2C=C[C@H]1C2)c1cc(COc2ccc(F)cc2F)on1
  i | -0.9 | i | i | i | i | i | i | i | i | 32
Cc1cccn2c(=O)nc(SCC(=O)NCc3ccccc3Cl)nc12
  i | 0.1 | i | i | i | i | i | i | i | i | 15

# Next section:
SMILES,TRPC6 inh,HIF act,MrgX1 ag,PolyA inh,TRPC4 PAM,MrgX1 antagonist,TRPC4 inh,MrgX1 PAM,TRPC4 agonist,TRPC6 act,AI-2 QS mod
Cc1cc(C(=O)NCc2cc(F)cc3c2OCOC3)nn1C,i,-0.1,i,i,i,i,i,i,i,i,12
Cc1cc(NC(=O)CN2CCCCC2)no1,i,-0.1,i,i,i,i,i,i,i,i,9
CC(C)Nc1nnc(SCC(=O)NCc2ccc3c(c2)OCO3)s1,i,0.1,i,i,i,i,i,i,i,i,26
Fc1ccc2[nH]c3c(NCc4ccccc4)ncnc3c2c1,i,2.7,38*,i,i,i,i,i,i,i,-36
COc1ccc(CNCCc2ccccc2)cc1OCC(N)=O,i,0.0,i,i,i,i,i,i,i,i,10
CO/N=C(\Cn1ncc(N2CCCC2)c(Br)c1=O)c1ccc(Cl)cc1,i,-0.3,i,i,i,i,i,i,i,i,17
CCc1ccccc1NC(=O)CSc1nnc([C@H](CCSC)NC(=O)OC(C)(C)C)o1,i,-0.3,i,i,i,i,i,i,i,i,12
O=C(c1cccc(Cl)c1)N1CCCC(C(=O)N2CCN(c3ccccc3)CC2)C1 (stereo not drawn),i,-0.5,i,i,i,i,i,i,i,i,-24
CCC1=C(OC(=O)N(CC)CC)N2C(=O)OC(=NCCc3c[nH]c4ccccc34)[C@]2(C)[C@H]2C1=CC[C@H]1C(=O)N(CC(=O)OC)C(=O)[C@H]12,i,-1.0,i,i,i,i,i,i,i,i,28
Cc1cc(C)c(C)c(S(=O)(=O)N2CCN(C)CC2)c1C,i,0.2,i,/,i,i,i,i,i,i,43
Cc1cc(N2CCCC2=O)cc(C)c1CN1C(=O)c2ccccc2C1=O,i,-0.2,i,i,i,i,i,i,i,i,11
COc1cc2c(cc1OC)-c1cc(Nc3ccc(F)cc3)nc(=O)n1CC2,i,-24,i,i,i,i,i,i,i,i,22
CCCCOC(=O)NC1(C)CCS(=O)(=O)C1 (stereo not drawn),i,-0.7,i,i,i,i,i,i,i,i,15
CCCc1ccc(-c2ccc(F)c(N)c2)nc1,i,-2.4,i,i,i,i,i,i,i,i,-2
COc1ccc2nc(Nc3nc(CSc4nnnn4-c4ccccc4)cc(=O)[nH]3)nc(C)c2c1,i,0.3,i,i,i,i,i,i,i,i,6
N#Cc1nc(-c2ccco2)oc1N1CCCC1,i,0.0,i,i,i,i,i,i,i,i,6
CCOc1ccc(-c2cc(C(=O)NCC3CCCO3)c3ccccc3n2)cc1 (stereo not drawn),i,0.6,i,i,i,i,i,i,i,i,-4
Cc1ccc(-n2ncc(C(=O)N3CCc4ccccc4C3)c2NC(=O)c2ccco2)cc1C,i,0.1,i,i,i,i,i,i,i,i,18
CN1C(=O)CSc2ccc(NC(=O)N3CCc4ccccc43)cc21,i,/,i,i,i,i,i,i,i,i,6
CCOC(=O)c1oc2cc(OCC(N)=O)ccc2c(=O)c1-c1ccc(OC)c(OC)c1,i,-0.1,i,i,i,i,i,i,i,i,34&-5
Cc1nc(-c2ccc(C(=O)N3CCCC3)cc2)cs1,i,1.9,i,i,i,i,i,i,i,i,24
CCOc1ccccc1C(=O)NCC(=O)N(C)Cc1ccccc1C,i,0.7,i,i,i,i,i,i,i,i,3
O=C(NCc1cccnc1)c1ccc(COc2cccc3ccccc23)o1,i,-0.8,i,i,i,i,i,i,i,i,24
O=C1Nc2cc(Cl)ccc2Nc2cscc21,i,-0.4,i,i,i,i,i,i,i,i,21
CCOc1cccc2cc(C(=O)Nc3ccccc3-c3ccccc3)c(=O)oc12,i,0.0,i,i,i,i,i,i,i,i,26
Cc1c(NC(=O)CN2C(=O)NC(C)(c3ccc(Cl)cc3)C2=O)c(=O)n(-c2ccccc2)n1C (stereo not drawn),i,-0.4,i,i,i,i,i,i,i,i,20
O=C(CCCSc1ccccc1)Nc1nc(-c2ccco2)c(-c2ccco2)s1,i,0.1,i,i,i,i,i,i,i,i,32
Cc1ccc(C(=O)NCCN2CCOCC2)cc1Cl,i,0.6,i,i,i,i,i,i,i,i,24

# A portion of the library. The share of hits here may be higher or lower than overall.
